GC-A act = GC-A stimulated cGMP production enhancers – HEK293 GC-A cells, cGMP TR-FRET, EC30 ANP, primary screen; 0% at EC30 ANP, 100% saturating ANP; Atrial natriuretic peptide receptor 1 (Homo sapiens), P16066; actives 0.14% (n = 370,000); AID 1671463, 2021; activation, % at 10 µM; in the data active means activation above about 40%
DAX1 inh-1 = DAX1 (NR0B1) inhibitors on StAR promoter, primary screen, cell-based, luminescence, SF-1 (NR5A1), full-length DAX-1 | AID 652010, 2013 | inhibition, % at 6.8 µM | actives 1.1% (n = 370,000) | HEK293T StAR-luciferase reporter, SF-1/DAX-1 repression relief;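 active means inhibition above the mean over all tested compounds plus 3 SD, cut at about 3.6% in these data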;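 further: 0% = DAX-1 cells with DMSO and 100% = cells lacking DAX-1 with DMSO; higher inhibition means more luminescence from relief of DAX-1 repression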
NPR2 activator = human GC-B receptor activators, primary screen, HEK293 GC-B cells, cGMP TR-FRET, EC30 CNP; Atrial natriuretic peptide receptor 2 (Homo sapiens), P20594; 0% at EC30 CNP, 100% saturating CNP; activation, % at 10 µM; actives 0.11% (n = 370,000);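 active means activation at 10 µM reaching about 35% in either raw or pattern-adjusted values, limit read from the data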
Target sequence (P20594 whole entry, looked up): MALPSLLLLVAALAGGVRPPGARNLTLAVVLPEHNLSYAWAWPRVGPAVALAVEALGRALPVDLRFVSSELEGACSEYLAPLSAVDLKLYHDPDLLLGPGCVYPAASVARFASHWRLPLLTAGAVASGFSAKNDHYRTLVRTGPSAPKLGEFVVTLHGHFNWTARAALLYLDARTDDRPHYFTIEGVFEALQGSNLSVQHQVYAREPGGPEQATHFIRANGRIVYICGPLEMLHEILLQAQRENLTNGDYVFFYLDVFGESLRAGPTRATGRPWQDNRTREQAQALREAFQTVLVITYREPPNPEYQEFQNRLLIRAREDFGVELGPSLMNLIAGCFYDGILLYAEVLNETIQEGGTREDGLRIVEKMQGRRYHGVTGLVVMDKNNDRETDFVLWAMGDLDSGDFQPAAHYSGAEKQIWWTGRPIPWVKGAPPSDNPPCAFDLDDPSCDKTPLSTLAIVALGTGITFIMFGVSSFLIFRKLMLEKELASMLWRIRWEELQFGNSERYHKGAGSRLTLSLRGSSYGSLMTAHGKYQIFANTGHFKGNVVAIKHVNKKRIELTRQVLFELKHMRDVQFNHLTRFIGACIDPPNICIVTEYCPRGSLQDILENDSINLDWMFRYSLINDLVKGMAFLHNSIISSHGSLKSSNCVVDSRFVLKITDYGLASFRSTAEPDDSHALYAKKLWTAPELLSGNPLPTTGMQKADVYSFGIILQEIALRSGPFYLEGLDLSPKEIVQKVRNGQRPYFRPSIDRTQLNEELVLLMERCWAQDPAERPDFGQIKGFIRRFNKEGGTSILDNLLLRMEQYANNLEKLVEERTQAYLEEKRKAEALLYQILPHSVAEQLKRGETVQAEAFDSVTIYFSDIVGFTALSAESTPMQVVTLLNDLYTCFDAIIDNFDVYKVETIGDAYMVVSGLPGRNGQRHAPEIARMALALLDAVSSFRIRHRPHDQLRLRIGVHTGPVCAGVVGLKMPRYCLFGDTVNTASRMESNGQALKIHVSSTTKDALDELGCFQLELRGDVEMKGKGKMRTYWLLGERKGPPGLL
SMARCA2 activ = SMARCA2 (BRM) function activators, primary screen, cell-based, luminescence, high throughput; MG213 cells, MMTV-luciferase reporter, dexamethasone, overnight; activation, % at 9.1 µM; actives 1% (n = 370,000); in the data active means activation above about 7.8%;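 further: 0% = vehicle wells and 100% = reference activator wells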
GAA850 FXN act = FXN promoter activators, primary screen, cell-based, luciferase luminescence, HEK293 lucGAA850 | actives 0.56% (n = 360,000) | HEK293 lucGAA850 FXN promoter luciferase reporter, 24 h; percent of 10 µM SAHA response | activation, % at 6 µM;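 active means activation above the average of all compounds screened plus 3 SD, cutoff fixed separately per campaign, cut at about 7.5% in these data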;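 further: 0% = DMSO wells and 100% = 10 µM SAHA wells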
hgDAF-12 ag = H. glycines DAF-12 receptor agonists, primary screen, cell-based, luminescence, HEK293, GAL4 fusion, UAS-luciferase; Nuclear hormone receptor DAF-12 (Heterodera glycines), GAL4 fusion; HEK293 GAL4-hgDAF12 UAS-luciferase reporter, agonist luminescence; normalized to butyrate control; activation, % at 6.8 µM; actives 1.8% (n = 370,000); AID 687014, 2013;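 active means activation above a cutoff set at the mean of all screened compounds plus 3 SD, cut at about 10% in these data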;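 further: 0% = DMSO wells and 100% = sodium butyrate wells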
ssDAF-12 act = S. stercoralis DAF-12 nuclear receptor activators, primary screen, cell-based, luminescence, HEK293, GRIP1 co-expression, lit1-tk-luc. Nuclear hormone receptor DAF-12 (Strongyloides stercoralis). HEK293 ssDAF-12/GRIP1 lit1-tk-luc reporter; % of 3 µM dafachronic acid response. activation, % at 6.8 µM. actives 1% (n = 370,000). AID 652126, 2013;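 active means activation above the mean over all tested compounds plus 3 SD, cut at about 0.9% in these data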;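 further: 0% = DMSO-only wells and 100% = 3 µM delta7-dafachronic acid wells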
DAX1 inh-2 = DAX1 (NR0B1) inhibitors, primary screen, cell-based, HEK293, Gal4-DAX1, luciferase luminescence | Nuclear receptor subfamily 0 group B member 1 (Homo sapiens), P51843 | HEK293 Gal4-DAX1 luciferase reporter | inhibition, % at 6.75 µM | actives 0.99% (n = 340,000) | AID 504766, 2011;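 active means inhibition above the mean over all tested compounds plus 3 SD, cut at about 4.2% in these data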;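 further: 0% = DAX1-transfected cells with DMSO and 100% = empty-vector control cells with DMSO; inhibition shows as a rise in luminescence from relieved DAX1 repression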
proKLK7 act = proKLK7 zymogen activators, primary screen, biochemical, fluorescence intensity | Kallikrein-7 (Homo sapiens), P49862 | purified proKLK7, EDANS-DABCYL substrate fluorescence; 100% is mature enzyme control, 0% vehicle | activation, % at 7 µM | actives 0.9% (n = 370,000);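 active means activation above the mean of all tested compounds plus 3 SD, computed per campaign excluding outliers beyond control limits, cut at about 13% in these data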
hcDAF12 agonist = H. contortus DAF-12 nuclear receptor activators, primary screen, cell-based, luminescence, HEK293, lit1-tk-luc reporter; activation, % at 6.8 µM; actives 1.4% (n = 370,000); HEK293 hcDAF-12 lit1-tk-luc reporter; 0% DMSO, 100% Δ7-dafachronic acid;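 active means activation above the mean of all tested compounds plus 3 SD, cut at about 5.5% in these data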;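 further: 100% = response to 3 µM Δ7-dafachronic acid high control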
HGIII-sPLA2 inh = human group III sPLA2 inhibitors, primary screen, biochemical, QFRET, BODIPY PC-A2 liposome substrate; Group 3 secretory phospholipase A2 (Homo sapiens), Q9NZ20; QFRET BODIPY PC-A2 liposome hydrolysis, fluorescence; actives 0.56% (n = 370,000); inhibition, % at 12.2 µM; AID 743126, 2013;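 active means inhibition above mean plus 3 SD of compounds lying within the high and low control bounds, cut at about 19% in these data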;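 further: 0% = median of test compound wells and 100% = no enzyme DMSO wells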
* marks the source's active call; other numbers are inactive results; nt = not tested or not shown.

SMILES | GC-A act | DAX1 inh-1 | NPR2 activator | SMARCA2 activ | GAA850 FXN act | hgDAF-12 ag | ssDAF-12 act | DAX1 inh-2 | proKLK7 act | hcDAF12 agonist | HGIII-sPLA2 inh
CCOC(=O)Nc1ccc2c(COC(=O)CNS(=O)(=O)c3cccc(Br)c3)cc(=O)oc2c1 | 2 | 0.2 | 0 | -3 | 2.0 | -3.0 | -0.8 | 0.1 | 15* | -0.2 | 13
COc1ccc(-c2noc(CCC(=O)N3CCN(c4ccc(Br)cc4)CC3)n2)cc1 | -1 | 0.5 | -4 | -2 | 0.1 | -1.6 | -1.1 | 0.6 | 0.5 | -1.5 | 3
CCCN(C(=O)COc1ccc(Cl)cc1Cl)c1c(N)n(Cc2ccccc2)c(=O)[nH]c1=O | -6 | 0.6 | -6 | 1 | -1.0 | -0.8 | -1.5 | 0.2 | 0.0 | 1.3 | -13
NC(=O)CS(=O)(=O)c1nc2ccccc2n1Cc1ccccn1 | 4 | -0.3 | -2 | 1 | -0.2 | 2.1 | 0.2 | 0.3 | 0.2 | 3.6 | -6
Cc1oc(-c2ccccc2F)nc1CS(=O)CC(=O)NCc1cccs1 (stereo not given) | 4 | -0.5 | 2 | 1 | 1.1 | -2.5 | -0.8 | -0.2 | -0.8 | 1.0 | -9
COc1ccc(N=C2SCC(=O)N2CCc2ccc(OC)c(OC)c2)cc1 | 2 | 0.0 | 1 | 3 | -0.4 | -0.2 | -1.4 | 0.8 | -0.2 | 0.0 | 7
COc1cccc(CCNC(=O)C2CCC(=O)N(C3CC3)C2)c1OC (stereo not given) | 1 | 0.8 | 6 | -1 | 0.2 | 1.5 | -1.2 | 0.8 | 0.1 | -0.4 | 6
Cn1nccc1C(=O)Nc1sc2c(c1C(N)=O)CCCC2 | -1 | 0.5 | 3 | 3 | 4.9 | 5.2 | -0.7 | -1.4 | 0.4 | 1.7 | -4
CC(C)Nc1nc(NC(C)C)nc(NS(=O)(=O)c2ccc(N)cc2)n1 | 3 | 0.3 | -1 | -4 | 1.0 | 2.8 | -0.9 | -0.8 | 0.3 | -0.2 | 6
CCCCS(=O)(=O)N1CCCC(C(=O)N2CCOCC2)C1 (stereo not given) | 0 | 0.6 | 0 | 0 | -0.6 | -1.8 | -1.5 | 1.3 | 0.2 | 0.0 | -2
Cc1cc(Br)cc(Cl)c1OCC(=O)NC(=O)NCc1ccccc1 | 0 | -0.3 | -6 | -2 | 1.7 | -0.8 | -0.8 | -2.8 | 0.5 | -1.3 | -2
COc1ccccc1N1CCN(/N=C/c2ccc(OC)c(OC)c2OC)CC1 | 1 | 0.1 | 7 | -5 | -0.2 | -0.9 | -1.3 | -0.2 | -0.3 | -2.5 | 9
O=C(C1CCCO1)N1CCN(C(=S)Nc2ccccc2F)CC1 (stereo not given) | -1 | 0.7 | 6 | 0 | 0.3 | -3.7 | -1.4 | -1.0 | -0.4 | 0.0 | 10
CCN(CC(=O)NCc1cccs1)c1ccc(S(=O)(=O)N2CCN(C)CC2)cn1 | 0 | 0.7 | 3 | -1 | 3.7 | 0.7 | -1.4 | 3.4 | 0.1 | -1.4 | -3
COc1ccc(C(=O)NC(C)c2nnc(SCC(=O)NC3CCCC3)n2C)cc1 (stereo not given) | 0 | 0.1 | 2 | -3 | 0.5 | 3.4 | -1.0 | 2.3 | -0.5 | 0.0 | -4
COc1ccc(-c2cnc3c(NC=O)cc(-c4ccoc4)cn23)cc1OC | -5 | 0.4 | 2 | 5 | -3.6 | 1.9 | -0.6 | nt | -1.1 | -2.1 | 3
O=C1CCCC(O)=C1N=Nc1ccc(Cl)c(Cl)c1 | -2 | -0.8 | -4 | -2 | -0.2 | 1.5 | -1.0 | -0.6 | 0.2 | -0.3 | 2
O=C(CC1C(=O)NCCN1Cc1cccc(F)c1)NCCCCCN1CCOCC1 (stereo not given) | 2 | -1.2 | 8 | 2 | -1.5 | -0.5 | -1.3 | 0.8 | 0.7 | -1.9 | 1
CCOc1cccc(CNCc2cccnc2)c1OCc1ccccc1 | -3 | -0.3 | -1 | -2 | -2.0 | 2.8 | -1.7 | -0.9 | -0.1 | -1.9 | 1
CC(=O)Oc1ccccc1C(=O)NC(C)CCc1ccccc1 (stereo not given) | 0 | -0.7 | 5 | -4 | 0.4 | 4.9 | -1.4 | 1.4 | 1.3 | -2.5 | -8
Cc1onc(-c2c(F)cccc2Cl)c1C(=O)NCc1cccs1 | -1 | 0.6 | 3 | -2 | -2.6 | 0.1 | -0.9 | -0.8 | 0.3 | -2.3 | 5
Cc1cc2occ(CC(=O)N(C)CC(=O)Nc3ccccc3C(F)(F)F)c2cc1C | -3 | -0.6 | 1 | 0 | 1.3 | 2.8 | -1.4 | 0.5 | 0.3 | 1.5 | -22
CC(C)(C)n1nnnc1C(c1cccs1)N1CCN(Cc2ccc3c(c2)OCO3)CC1 (stereo not given) | -26 | -0.8 | -20 | 3 | -0.6 | -0.8 | -0.9 | -0.9 | -0.6 | 0.3 | 0
COc1ccc(NC(=O)c2ccccc2N(Cc2ccccc2)S(C)(=O)=O)cc1OC | -3 | 0.1 | 2 | -4 | 0.7 | -4.2 | -0.6 | 1.1 | 0.1 | -1.5 | -5
Cc1ccc(S(=O)(=O)N2CC(=O)Nc3ccccc32)c(C)c1NS(C)(=O)=O | 3 | -0.7 | 4 | 0 | 0.6 | 0.7 | -1.2 | -0.4 | 0.7 | -1.2 | -8

Reprinted from the part before: two compounds, followed by the next part.
SMILES | GC-A act | DAX1 inh-1 | NPR2 activator | SMARCA2 activ | GAA850 FXN act | hgDAF-12 ag | ssDAF-12 act | DAX1 inh-2 | proKLK7 act | hcDAF12 agonist | HGIII-sPLA2 inh
COc1ccc(NC(=O)c2ccccc2N(Cc2ccccc2)S(C)(=O)=O)cc1OC | -3 | 0.1 | 2 | -4 | 0.7 | -4.2 | -0.6 | 1.1 | 0.1 | -1.5 | -5
Cc1ccc(S(=O)(=O)N2CC(=O)Nc3ccccc32)c(C)c1NS(C)(=O)=O | 3 | -0.7 | 4 | 0 | 0.6 | 0.7 | -1.2 | -0.4 | 0.7 | -1.2 | -8
Cc1ccc(Cn2c(N3CCCCCC3)nc3c2c(=O)[nH]c(=O)n3C)cc1 | 13 | 0.5 | 20 | 3 | 1.7 | 1.4 | -1.4 | 0.1 | 0.9 | 0.1 | 4
NC(=O)CC(NC(=O)Cc1cccc2ccccc12)c1ccc(N2CCC(N3CCCC3)CC2)c([N+](=O)[O-])c1 (stereo not given) | 0 | -0.2 | 0 | -1 | -1.4 | 3.2 | -1.2 | 0.4 | -1.2 | -1.2 | 4
COc1ccc(C(C)(C)C)cc1NC(=O)CCNC(=O)c1ccco1 | -2 | -0.3 | 0 | -2 | 0.5 | -0.8 | -1.2 | -0.6 | 0.2 | -1.9 | -5
CN(Cc1ccccc1)C(=O)c1cccc(NC(=O)Cc2cccc(NC(=O)C3CCN(C(=O)C4CCC4)CC3)c2)c1 | 4 | 0.4 | 1 | -6 | 0.8 | -1.0 | -1.2 | 0.3 | 0.6 | 1.2 | -14
Cc1cccc(SCC(=O)Nc2ccc3c(c2)OCCO3)c1 | -2 | 0.6 | -1 | 1 | 1.4 | 4.8 | 0.1 | 0.5 | -0.1 | 7.1* | -2
O=C(COc1ccccc1C(=O)NCc1ccncc1)Nc1ccc(Br)cc1 | 1 | -1.5 | 11 | 6 | 0.3 | -3.0 | -2.0 | -0.6 | 0.4 | -1.9 | -14
CC(C)Oc1ccc(N2CC(C(=O)Nc3ccccc3C(=O)NC3CC3)CC2=O)cc1 (stereo not given) | -2 | 0.0 | -9 | -1 | 0.8 | -0.9 | -0.9 | -1.0 | 0.1 | 0.5 | 1
[O-]/C(=C(\C(=S)Nc1cccc2ccccc12)[n+]1ccccc1)c1ccc(Cl)s1 | -8 | -0.3 | -5 | -2 | -0.7 | -3.5 | -0.6 | -0.5 | -4.9 | 4.8 | 7
CCOC(=O)C1(CCCc2ccccc2)CCN(C(=O)CCOC)CC1 | 3 | -0.2 | -7 | -1 | 2.1 | -2.5 | -1.2 | -0.4 | 0.4 | -3.1 | -2
Cc1nc2ccc3nc(NC(=O)c4ccc5c(c4)OCCO5)sc3c2s1 | 0 | 0.7 | 3 | -2 | 2.2 | 3.5 | -1.5 | 0.4 | -1.0 | 3.2 | -7
Cc1cc(Cl)ccc1NNC(=O)c1cccs1 | -6 | 0.4 | 8 | 2 | 0.0 | 2.2 | -0.9 | -0.9 | 0.2 | 0.4 | -5
O=C1COc2ccc(S(=O)(=O)NCc3ccccc3)cc2N1 | 8 | -0.6 | 6 | 2 | 1.6 | -1.9 | -0.8 | -0.6 | -0.6 | -1.0 | -2
CN(C)c1ccc(NC(=S)NC23CC4CC(CC(C4)C2)C3)cc1 | -2 | 0.3 | 0 | 3 | 1.2 | 7.1 | 0.3 | 0.5 | -0.3 | 0.8 | 10
CC(C)[C@@H]1Cc2[nH]c(=S)[nH]c(=O)c2[C@H](CCc2ccccc2)O1 | -5 | 0.4 | -4 | 3 | nt | -3.1 | -0.7 | nt | -0.3 | -2.8 | -8
CCC1(CC)NC(=O)N(CC(=O)OCc2nc3cc(C(=O)OC)ccc3c(=O)[nH]2)C1=O | -1 | 1.1 | -4 | 3 | 0.9 | 3.3 | -0.8 | 1.4 | -14 | -0.1 | 1
COc1ccc2c(c1OC)C(=O)O[C@@H]2[C@H]1c2c(cc3c(c2OC)OCO3)CCN1C | -12 | 0.1 | -27 | 2 | -0.3 | 2.1 | -0.4 | 2.3 | -0.2 | -1.1 | -1
O=C(NCCO)c1ccc(-c2cnc3cccnn23)cc1 | 3 | 0.7 | 1 | 3 | -1.0 | 0.8 | -0.9 | nt | 48* | -1.2 | 0
COc1ccc(CCC(=O)NC(C)c2ccccc2)cc1OC (stereo not given) | 4 | -0.3 | 6 | -2 | -1.5 | -1.6 | -1.8 | 0.6 | -0.2 | -0.3 | -1
CSc1ccccc1OCc1cc(C(=O)N2CCN(c3ccccc3)CC2C)no1 (stereo not given) | 1 | -0.1 | 4 | 2 | 5.6 | 3.0 | -0.2 | 0.4 | -0.7 | 3.9 | -5
Cc1cc(Cl)ccc1OCC(=O)N1CC(C)CC(C)C1 (stereo not given) | 2 | 0.4 | -2 | 0 | 2.8 | 0.4 | -1.0 | -0.4 | -0.5 | -1.4 | -2
